TSHR antagonist: human thyrotropin receptor antagonism | P16473 | activity change, negative = inhibition, % at 11.5 µM | 330,000 compounds, 0.2% hits | TSHR-expressing cells, TSH-stimulated cAMP HTRF, 2 h; active compounds read low;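 active = activity change below a set negative limit, meaning inhibition stronger than a set level, cut at about -70% in these data; inconclusive = activity change between two set negative limits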; also: % is scaled to controls: 0 for no effect and ±100 for the full control effect
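Read-out is FRET at 665 nm (cryptate excitation 337 nm) from a cryptate-tagged anti-cAMP antibody, competed by cell cAMP against cAMP-d2. Compounds are tested on freshly harvested TSHR cells challenged with 4nM TSH (EC80) for 2 hours at 37 deg C.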
ELG1 repair inh: blocks ELG1-dependent DNA repair in HEK293T cells; HEK293T ELG1-luciferase reporter, luminescence, 16 h; DNA damage induced by 5-fluorouridine; 330,000 compounds, 2.3% hits; Potency, µM (doses to about 46.1 µM), inactives show at the top dose activity change, negative = inhibition, actives largely listed as inhibitors; also: potency is read from the fitted curve at half-maximal effect; % is scaled to controls: 0 for no effect and ±100 for the full control effect; nearly all actives have a fitted effect of over 55% in size
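Reporter activity after DNA damage by 5-fluorouridine is monitored. Compound-treated cells incubate 16 hr at 37 °C, then ONE-Glo is added for 30 min before luminescence reading.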
Tb PFK inh: T. brucei PFK enzyme inhibition; O15648; 330,000 compounds, 0.17% hits; T. brucei PFK, ADP-Glo luminescence; AID 485367; Potency, µM (top dose mostly 57.5 µM), inactives show at the top dose activity, negative = inhibition, usual class: inhibitors;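 also: potency is read from the fitted curve at half-maximal effect; 0% = uninhibited 1x PFK enzyme wells and -100% = no-enzyme wells; nearly all actives have a fitted effect of over 60% in size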
Target sequence (O15648 whole entry, looked up): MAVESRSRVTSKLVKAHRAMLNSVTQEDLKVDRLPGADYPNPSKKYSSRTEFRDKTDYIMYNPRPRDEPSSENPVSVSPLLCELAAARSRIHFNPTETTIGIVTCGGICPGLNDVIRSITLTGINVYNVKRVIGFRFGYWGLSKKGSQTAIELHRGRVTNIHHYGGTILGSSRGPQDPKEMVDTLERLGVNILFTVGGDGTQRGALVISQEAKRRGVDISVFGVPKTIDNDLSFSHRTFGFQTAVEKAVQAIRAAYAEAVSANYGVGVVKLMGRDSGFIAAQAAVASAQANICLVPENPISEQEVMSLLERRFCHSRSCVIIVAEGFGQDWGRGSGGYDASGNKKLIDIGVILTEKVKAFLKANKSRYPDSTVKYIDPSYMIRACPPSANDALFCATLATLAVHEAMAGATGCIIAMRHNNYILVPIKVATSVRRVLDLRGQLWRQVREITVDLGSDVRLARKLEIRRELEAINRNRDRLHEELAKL
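Compounds were pin-transferred as a titration series up to 57 uM into substrate buffer (0.5 mM F6P, 0.1 mM ATP, pH 8.0), then 1.25 nM PFK was added and reactions ran 45 min before ADP-Glo detection.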
PTAP TSG101 blk: blocks PTAP/TSG101 interaction to inhibit HIV-1 budding. Fluorescence polarization, FITC-PTAP peptide / Tsg101 binding. Potency, µM (highest dose often 115 µM), without a hit: top-dose activity change, negative = inhibition, usual class: inhibitors. 340,000 tested, under 10 active. AID 493005; active = well fitted inhibition curve with a large enough effect in the main read-out, with a control signal flat, not every such curve was filed as active; inconclusive = small, poorly fitted or top-dose-only effect, or effect the other way, or a change in a side signal; inactive = no such curve, though single readings can be large or run the other way; also: potency is read from the fitted curve at half-maximal effect; % of control where 0% means no effect
Target sequence (Q99816 whole entry, looked up): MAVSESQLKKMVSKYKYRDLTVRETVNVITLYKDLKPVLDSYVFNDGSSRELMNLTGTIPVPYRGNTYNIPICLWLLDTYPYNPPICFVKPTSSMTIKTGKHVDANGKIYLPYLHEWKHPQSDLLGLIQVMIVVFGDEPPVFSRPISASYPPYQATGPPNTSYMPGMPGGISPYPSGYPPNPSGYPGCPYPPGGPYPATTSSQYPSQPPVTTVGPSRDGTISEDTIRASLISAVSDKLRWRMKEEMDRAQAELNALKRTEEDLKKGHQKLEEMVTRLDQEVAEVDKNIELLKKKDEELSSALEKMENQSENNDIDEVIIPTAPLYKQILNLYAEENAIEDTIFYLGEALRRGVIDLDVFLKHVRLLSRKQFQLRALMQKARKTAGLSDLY
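Steps: Tsg101 binding domain dispensed (10 uM final), compounds pinned in DMSO, FITC-labeled PTAP-motif peptide added (50 nM final); after 20 min binding at room temperature, polarization measured.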
S-ASM inh: human S-ASM enzyme inhibition. placental ASM, HMU-PC fluorogenic substrate, 60 min. Potency, µM (doses to about 57.5 µM), for the others: top-dose activity change, negative = inhibition, actives largely listed as inhibitors. 340,000 compounds, 0.006% hits. AID 504937; also: potency is read from the fitted curve at half-maximal effect
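Human placenta-derived ASM enzyme was preincubated with compound for 10 minutes at room temperature, then given fluorogenic substrate HMU-PC0 (9 uM final) for 60 minutes at 37 °C; a pH 10 stop preceded fluorescence reading at Ex 386/Em 447 nm.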
TCR activator: T cell receptor activation; primary human leukocytes, anti-CD3, IL-2 HTRF, 48 h; Potency, µM (top dose mostly 9.22 µM), for inactives: top-dose activation of IL-2 secretion, usual class: activators; 330,000 tested, under 10 active; AID 504894; also: % of control where 0% means no effect
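Primary human leukocytes receive a-CD3 beads and test compound and are incubated 48 hr. Secreted IL-2 is then assayed by HTRF, measuring 665nm acceptor emission after 320nm excitation of the europium donor.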
Eya2 phos inh: inhibitors of human Eya2 phosphatase activity; recombinant Eya2, OMFP fluorescence dephosphorylation (OMFP is methylfluorescein phosphate); 330,000 compounds, 0.006% hits; AID 488837; Potency, µM (series often up to 76.9 µM), inactives show at the highest dose activity, negative = inhibition, hits mostly inhibitors; also: potency is read from the fitted curve at half-maximal effect; % is scaled to controls: 0 for no effect and ±100 for the full control effect
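Eya2 protein (added as 0.2 uM solution) was preincubated with compound for 10 min at ambient temperature in 50 mM HEPES pH 7.5, 50 mM NaCl, 5 uM MgCl2, 0.05% BSA, 1 mM DTT. OMFP (added at 50 uM) then reacted 10 min; fluorescence read at 485/525 nm.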
Mito fusion act: inhibitors of mitochondrial division or activators of mitochondrial fusion | Potency, µM (doses to about 46.1 µM), inactives show at the highest dose growth rescue (activation), most hits filed as activators | AID 485298 | S. cerevisiae fusion-defective mutant growth rescue, CellTiterGlo 48 h | 320,000 compounds, 0.23% hits;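 also: potency is read from the fitted curve at half-maximal effect; % of control where 0% means no effect; nearly all actives have a fitted effect of over 45% in size; temperature-sensitive fusion mutants such as fzo1-1 at 37 °C on non-fermentable ethanol glycerol medium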
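S. cerevisiae fusion-defective temperature-sensitive mutants (e.g. fzo1-1, mgm1-5) grown 48 h at 37C in YPEG (ethanol/glycerol non-fermentable) medium with 23 nl compound per well; growth rescue read as CellTiterGlo luminescence.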
AT treatment: candidate therapy for ataxia-telangiectasia; […] A-T fibroblasts, KAP-1 phosphorylation AlphaLISA; neocarzinostatin DNA damage 30 min before lysis; Potency, µM (series often up to 57.5 µM), without a hit: top-dose activation, hits mostly activators; 320,000 compounds, 0.19% hits; also: potency is read from the fitted curve at half-maximal effect; % of control where 0% means no effect; nearly all actives have a fitted effect of over 45% in size
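ATM-like activity read as KAP-1 phosphorylation via AlphaLISA donor/acceptor antibody pairs after lysis and 6 hr at 25C. Cells were ATM-null patient fibroblasts ([…], hTERT), dosed 60 min, then exposed to the DSB inducer NCS for 30 min.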
Chronic BCR inh: chronic active BCR signaling inhibition; Potency, µM (titrated, usually from 46.1 µM), for the others: at the top dose ratio change, negative = lower green/red ratio, actives largely listed as inhibitors; 340,000 compounds, 0.05% hits; ABC-DLBCL IkBa-CBG/CBR reporter, luminescence ratio, 4 h; active = well fitted inhibition curve with a large enough effect in the signal ratio, with a control signal flat, not every such curve was filed as active; inconclusive = small, poorly fitted or top-dose-only effect, or effect the other way, or a change in a side signal; the % refers to the signal ratio;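 also: potency is read from the fitted curve at half-maximal effect; plate controls were basal doxycycline-induced cells for no effect and cells given 10 µM MG132 for full effect; MG132 reads +100%, hits lower the ratio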
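Doxycycline induced both beetle luciferases in TMD8 lymphoma cells; IKK-driven degradation limits the IkappaBalpha-fused green signal, while red luminescence normalises for cell number and nonspecific effects. Compounds tested up to 46 uM, 4 hrs.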
Integrin act MD: activators of alpha7 integrin expression for muscular dystrophy; 350,000 compounds, 0.064% hits; alpha7betagal myoblasts, beta-gal FDG fluorescence, 48 h; Potency, µM (titrated, usually from 38.3 µM), for the others: at the top dose activation, most hits filed as activators;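 also: potency is read from the fitted curve at half-maximal effect; 100% = response of the positive control SU9516; nearly all actives have a fitted effect of over 60% in size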
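alpha7betagal+/- myoblasts (passage 13, 250/well) treated 48 h at 37C with compounds at 1:260 dilution of DMSO stock. Lysed, then beta-galactosidase activity read as FDG fluorescence (ex 480/em 540) after 30 min, with pre-read for autofluorescence.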
Starred values were filed as active, the others as inactive; ? = inconclusive; / = no result given; & = joins results of further samples; [ ] = remark or other dose. Unless noted, calls follow the shape of the dose curve; as a rule, active = well fitted curve in the direction sought with a large enough effect; inconclusive = small, poorly fitted or top-dose-only effect, or another doubt; inactive = no such curve, though single readings can be large; an effect the other way counts as inactive or inconclusive. Some of the compounds tested; count on the stated rates, not on these rows.

molecule	TSHR antagonist	ELG1 repair inh	Tb PFK inh	PTAP TSG101 blk	S-ASM inh	TCR activator	Eya2 phos inh	Mito fusion act	AT treatment	Chronic BCR inh	Integrin act MD
CC/C(=N\Nc1ccccc1)c1c(O)n(-c2ccccc2)c(=O)[nH]c1=O	-3.7	?	2.0%	0.5%	-14.4%	-0.9%	3.3%	-2.2%	1.4%	12.9%	10.0%
Cc1c(N=Nc2c(O)[nH]c(=S)[nH]c2=O)c(=O)n(-c2ccccc2)n1C	13.2	8.6%	-0.4%	4.1%	?	-4.6%[46.1 µM]	-6.1%	-0.4%	-6.5%	0.4%	33.3%
CSc1nnc(OC(=O)N(C)C)n1-c1ccc(Cl)cc1	9.8	?	-4.8%	-0.8%	1.4%	8.5%	-8.7%	1.6%	2.9%	-4.4%	-8.0%
COc1ccc(OCC(=O)N2CCN(C(C)C)CC2)cc1	-8.6	4.6%	-5.0%	-0.2%	0.2%	-0.9%[46.1 µM]	7.5%	0.0%	1.7%	-3.2%	10.0%
S=C(N/N=C/c1ccc2ncccc2c1)Nc1cccnc1	-2.4	-6.2%	2.4%	0.0%	-3.3%	-4.9%	5.6%	-1.2%	-1.7%	?	-45.5%[inhibitor]
CC1CN(CCc2ccccc2)CC(C)O1 (configuration not stated)	8.4	10.0%	2.4%	-8.0%	5.9%	-0.5%	-7.7%	0.4%	-0.8%	3.6%	13.1%
CC1C(C)N1CC(O)Cn1ccnc1[N+](=O)[O-] (configuration not stated)	12.4	-7.1%	1.6%	-3.2%	-11.0%	-3.2%	?	18.0%	0.0%	-0.7%	3.1%
O=C1NC(=O)C(C(CC(=O)c2ccccc2)c2ccccc2)C(=O)N1 (configuration not stated)	14.5	-3.7%	2.5%	-2.7%	1.3%	-2.7%	-2.0%	-3.2%	-0.6%	3.1%	7.9%
COc1cccc(N2C(=O)CC(=O)NC2=O)c1	-8.3	5.9%	3.2%	-0.4%	-0.2%	-23.6%	-2.9%	-6.7%	-2.3%	0.3%	12.4%[7.66 µM]
O=S(=O)(c1ccc(F)cc1)N1CN2CCN(C2)C1	12.8	3.7%	0.1%	-8.9%	-3.2%	1.4%	11.7%	1.7%	-1.1%	4.1%	-19.6%
O=C1CCCC2C3CCCN4CCCC(CN12)C34 (configuration not stated)	4.8	8.9%	-4.0%	-0.8%	2.3%	-1.9%	-5.7%	-1.4%	-0.7%	1.0%	2.8%
CN(C)CCN=Cc1c(O)n(-c2cccc3ccccc23)c(=O)[nH]c1=O	-7.8	9.5%	6.4%	-4.0%	1.3%	4.3%	5.6%	-3.5%	-0.8%	?	7.4%
COC(=O)C1=C(c2cccc(C#N)c2)C[C@@H]2CC[C@H]1N2C(=O)N1CCCC1	-2.0	29.9%	4.3%	1.1%	2.8%	-3.4%	-0.3%	-1.3%	-0.3%	5.8%	30.6%
CCOC(=O)c1c(/N=C/c2c(O)n(-c3ccccc3F)c(=S)[nH]c2=O)sc2c1CCCC2	-1.7	7.8%	1.4%	?	-8.0%	1.8%	-18.3%	0.0%	-2.1%	0.9%	?
C[C@]12CC[C@H]3[C@@H](CCC4=CC(=O)CC[C@@]43O)[C@@H]1CCC2=O	5.8	-2.6%	-6.6%	-5.3%	1.4%	-4.3%	6.6%	6.7%	-3.2%	?	5.3%
CNCCc1c[nH]c2ccccc12	5.4	-9.3%	-17.8%	-0.5%	4.7%	1.8%	-13.5%	-2.9%	9.4%	?	/
O=c1[nH]c(=O)n(Cc2ccccc2)c(O)c1C=NCCCn1ccnc1	7.1	0.5%	-0.9%	-4.0%	-0.7%	-1.2%	17.1%	-0.4%	-4.4%	-0.5%	1.1%
COC(=O)C1=C(c2c(C)noc2C)C[C@@H]2CC[C@H]1N2C(=O)N1CCC(O)CC1	-2.7	13.6%	0.3%	-3.8%	1.5%	-1.1%	1.1%	2.6%	7.1%	5.3%	0.0%
CC(=O)NCCc1c[nH]c2ccccc12	-16.2&-0.8	29.2%	-1.5%	1.2%	-0.9%	2.9%	2.0%&2.4%	-3.5%&-1.9%	-4.9%	10.0%	0.3%
O=C(COc1ccc(Cl)cc1)N1CCN(C2CCCC2)CC1	-1.9	11.8%	-0.6%	-2.4%	-0.2%	-4.2%	-3.6%	-7.6%	-0.1%	?	?
CCOP1(=S)Oc2cc3c(cc2C(C(=O)OC)(C(F)(F)F)O1)OCO3 (configuration not stated)	-5.8	5.3%	12.3%	-5.0%	-10.6%	0.8%	2.2%	0.1%	5.7%	?	-31.0%
Cc1ccc(Cn2cc(C=O)c(-c3ccc(F)cc3)n2)cc1	1.7	-23.0%	-7.5%	-9.2%	-1.1%	-2.6%	-16.2%	11.8%	13.7%	0.5%	?
CCOP(=O)(OCC)c1nc(-c2ccc(Cl)cc2)oc1NCc1ccccc1	-8.2	23.1µM*	-20.7%	-3.9%	26.8%	3.5%	-8.1%	22.1%	13.8%	16.3%	-4.8%
CCCC(=O)c1c(O)[nH]c(=O)[nH]c1=O	0.4	11.3%	-6.2%	-4.4%	0.8%	/	-11.2%	-0.6%	1.2%	0.5%	-1.8%[7.66 µM]
Cc1cc(OC(C)C(=O)N[C@H](C(=O)O)c2ccccc2)c2c3c(c(=O)oc2c1)CCC3 (some centres not stated)	-0.4	-3.8%	0.6%	-2.0%	11.8%	13.2%	-0.1%	-2.2%	14.2%	-6.9%	18.2%
Cc1cc(OC(=O)N(C)C)nc2c1c(C)nn2C	-2.9	10.5%	-3.8%	-5.1%	1.3%	-1.6%	-7.1%	-0.6%	8.0%	4.6%	7.9%
CCCCC/C=C\C/C=C\C/C=C\C/C=C\CCCC(=O)Nc1ccc(O)cc1	-15.0	/	0.9%	/	/	/	?	-0.6%	/	?	/
C[C@]12C[C@@H](O)[C@H](O)CC1=CCC1C2CC[C@]2(C)C(=O)CCC12 (some centres not stated)	-10.1	-0.7%	0.7%	-0.7%	2.0%	3.7%	8.5%	/	8.7%	0.5%	5.3%
COc1ccc(NC(=O)CN2CC=C(c3ccccc3)CC2)cc1S(=O)(=O)N1CCOCC1	7.3	-5.0%	1.0%	-0.4%	17.7%	12.0%	3.3%	5.3%	-2.7%	0.1%	-29.6%
CCCCc1ncc(CN2CCCC(C(=O)c3ccc(SC)cc3)C2)[nH]1 (configuration not stated)	7.2	?	-1.3%	3.9%	4.8%	2.8%	-10.2%	-2.5%	-3.1%	?	-45.5%[inhibitor]

molecule	TSHR antagonist	ELG1 repair inh	Tb PFK inh	PTAP TSG101 blk	S-ASM inh	TCR activator	Eya2 phos inh	Mito fusion act	AT treatment	Chronic BCR inh	Integrin act MD
C=Cn1ccnc1P(=S)(c1nccn1C=C)C1CCCCC1	11.8	-17.2%	0.1%	-1.9%	6.9%	-4.3%	9.5%	-3.4%	6.3%	7.3%	7.2%
COC(=O)C1=C(c2ccc(OC(F)(F)F)cc2)C[C@@H]2CC[C@H]1N2C(=O)NCC1CC1	-10.8	-2.7%	-7.4%	-1.8%	-5.2%	1.7%	-14.5%	13.2%	-1.7%	-0.5%	-20.7%
Cc1cccc(N2C(=O)/C(=C/c3ccc(CN(CCC#N)S(C)(=O)=O)o3)C(=O)NC2=S)c1	0.7	4.1%	0.8%	2.7%	14.9%	1.8%	0.1%	0.9%	-2.8%	13.3%	-22.4%
c1ccc(C2N3CCCN23)cc1 (configuration not stated)	6.8	10.3%	-1.9%	-1.8%	0.5%	2.3%	20.4%	-3.2%	-4.1%	-8.2%	4.9%
O=P1(NCc2ccco2)COc2ccccc2OC1	-11.3	12.6%	-0.3%	1.0%	-4.1%	-13.5%	-10.2%	-0.7%	-1.9%	7.4%	6.3%
O=c1[nH]c(=S)n(Cc2ccc(F)cc2)c(O)c1/C=N/N1CCCCC1	3.5	-11.3%	1.3%	-1.7%	0.1%	5.5%[46.1 µM]	4.5%	-2.3%	3.6%	0.3%	?
